PP5 inh: blocks human protein phosphatase 5 activity; AID 1987; inhibition, % at 6.7 µM; purified PP5c, OMFP substrate fluorescence; hit rate 0.18% among 320,000; P53041;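 active means inhibition above the campaign's mean inhibition across all tested compounds plus 3 SD, cut at about 9.5% in these data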;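 further: 0% = DMSO only and 100% = 100 µM cantharidin control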
Target sequence (P53041 whole entry, looked up): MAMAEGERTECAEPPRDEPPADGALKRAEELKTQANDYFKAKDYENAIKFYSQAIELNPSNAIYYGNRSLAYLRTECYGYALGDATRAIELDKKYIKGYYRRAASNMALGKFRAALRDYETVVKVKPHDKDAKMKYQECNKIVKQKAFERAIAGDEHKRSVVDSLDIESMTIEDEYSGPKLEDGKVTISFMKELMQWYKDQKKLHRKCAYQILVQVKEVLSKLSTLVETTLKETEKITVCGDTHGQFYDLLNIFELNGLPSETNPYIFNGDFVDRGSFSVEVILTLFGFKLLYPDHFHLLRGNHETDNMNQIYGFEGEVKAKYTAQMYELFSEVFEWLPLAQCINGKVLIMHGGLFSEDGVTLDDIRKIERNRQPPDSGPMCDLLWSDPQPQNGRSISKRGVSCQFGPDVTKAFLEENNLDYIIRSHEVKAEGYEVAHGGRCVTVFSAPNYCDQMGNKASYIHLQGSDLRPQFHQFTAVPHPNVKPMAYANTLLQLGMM
Fh CTSL1 inh: cathepsin L1 inhibition, PFM18AAP counter-screen | hit rate 0.49% among 300,000 | inhibition, % at 5.96 µM | recombinant F. hepatica cathepsin L1, Z-Leu-Arg-MCA fluorescence;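 active means inhibition above the mean of all tested compounds plus 3 SD, set per screening campaign, cut at about 17% in these data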;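 further: 0% = plate median of test compound wells and 100% = 1 µM Z-Phe-Ala-diazomethylketone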
PREPL inhibitor: human PREPL enzyme inhibition. recombinant PREPL, fluorescence polarization activity-based probe. hit rate 0.68% among 320,000. Q4J6C6. inhibition, % at 5.96 µM; in the data active means inhibition above about 43%;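 further: 0% = enzyme with DMSO and 100% = wells lacking enzyme; many of its hits are not listed in these tables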
ZTA counter: ZTA (EBV) inhibition in EBNA-1 counter-screen; AID 2234; hit rate 0.15% among 320,000; inhibition, % at 11 µM; ZTA-DNA binding, fluorescence polarization; in the data active means inhibition above about 33%
Target sequence (P03206 whole entry, looked up): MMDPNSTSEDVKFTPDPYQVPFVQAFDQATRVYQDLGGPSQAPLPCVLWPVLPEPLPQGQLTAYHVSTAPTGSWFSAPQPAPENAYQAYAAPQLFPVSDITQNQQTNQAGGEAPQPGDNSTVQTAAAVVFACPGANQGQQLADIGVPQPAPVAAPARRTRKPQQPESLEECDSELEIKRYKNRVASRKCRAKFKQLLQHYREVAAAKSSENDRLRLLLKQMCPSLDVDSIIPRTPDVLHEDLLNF
EBNA-1 inhibitor: blocks EBNA-1 binding to DNA; EBNA-1 DNA binding, fluorescence polarization; hit rate 0.34% among 300,000; AID 1950; inhibition, % at 14.8 µM; in the data active means inhibition above about 28%
TPT1 inh: blocks Candida albicans tRNA 2'-phosphotransferase. inhibition, % at 5 µM. hit rate 0.81% among 300,000. recombinant caTPT1, FP RNA substrate dephosphorylation;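 active means inhibition above the mean of all tested compounds plus 3 SD, set per screening campaign, cut at about 24% in these data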;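 further: plate controls were DMSO alone for no effect and ferristatin control at 100 nM for full effect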
PP1 inh: blocks human PP1-alpha phosphatase, a PP5 counter-screen; P62136; purified PP1alpha, OMFP fluorescence; inhibition, % at 6.7 µM; hit rate 0.9% among 320,000; AID 2235;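 active means inhibition above the mean inhibition of all tested compounds plus 3 SD, computed separately for each screening campaign, cut at about 15% in these data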
Target sequence (P62136 whole entry, looked up): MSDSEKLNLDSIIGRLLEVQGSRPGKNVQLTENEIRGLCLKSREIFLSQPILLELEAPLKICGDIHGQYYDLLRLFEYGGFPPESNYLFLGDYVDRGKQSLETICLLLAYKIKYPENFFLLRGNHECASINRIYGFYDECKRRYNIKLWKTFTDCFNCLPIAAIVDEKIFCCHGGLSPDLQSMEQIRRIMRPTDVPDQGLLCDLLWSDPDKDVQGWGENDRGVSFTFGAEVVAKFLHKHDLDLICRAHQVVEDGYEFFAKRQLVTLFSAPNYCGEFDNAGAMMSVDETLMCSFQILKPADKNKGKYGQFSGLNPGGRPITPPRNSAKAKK
Efflux pump mplx: antifungal efflux pump inhibition, Nile Red retention; hit rate 0.44% among 330,000; S. cerevisiae Candida pump triplex; inhibition, % at 10 µM;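 active means plate passing quality check with inhibition over a set limit, or well fluorescence over plate mean plus 4 SD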;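 further: Nile Red retained in pooled yeast measured as flow cytometry median fluorescence; 0% = buffer negative control and 100% = Enniatin B positive control; higher means more Nile Red kept so more efflux inhibition; some compounds called inactive have numbers as strong as hits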
core dimer inh: HCV core protein dimerization inhibition | AID 1899 | inhibition, % at 5 µM | hit rate 0.33% among 300,000 | TR-FRET GST/Flag-core106 dimerization, 1536-well;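 active means inhibition above the mean of all tested compounds plus 3 SD, set per screening campaign, cut at about 45% in these data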
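Assay system: Tagged HCV core106 pair (GST and Flag) | Buffer or medium: KF-containing HEPES buffer, pH 7.45, DTT, CHAPS, BSA | Also added: Eu donor and XL665 acceptor anti-tag antibodies | Dosing: One concentration, 5 µM, in 0.5% DMSO | Timing: 4 h at 22.5 °C | Technique: TR-FRET 671 and 617 nm emission | Repeats: Singlicate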
Starred values were filed as active, the others as inactive; / = not tested or not shown. These rows are one share of the data (hit frequency here may not be typical).

SMILES	PP5 inh	Fh CTSL1 inh	PREPL inhibitor	ZTA counter	EBNA-1 inhibitor	TPT1 inh	PP1 inh	Efflux pump mplx	core dimer inh
CC(/C=N/n1c(-c2ccc(C)cc2)n[nH]c1=S)=C\c1ccco1	1.6	3.4	-7.1	8.6	-3.0	4.6	-1.2	0.1	36.8
CC(C)(C)n1nnnc1C(c1ccc(Cl)cc1)N1CCSCC1 (stereo not drawn)	0.9	0.6	6.9	5.9	0.1	-3.1	0.6	0.3	4.1
O=S1(=O)CCC(NC(=S)Nc2ccc(Cl)cc2)C1 (stereo not drawn)	0.7	-0.6	2.3	-8.9	6.7	0.0	-2.2	-0.1	-11.2
Cc1cc(C)cc(NC(=S)NC2CC3CCCC(C2)N3CC(C)C)c1 (stereo not drawn)	0.4	6.6	24.1	-0.7	2.0	-1.2	-3.1	-0.1	-4.5
Cc1ccc(N/N=C2\CCS(=O)(=O)c3sccc32)cc1	0.6	0.4	17.2	8.6	3.0	3.1	2.6	0.1	-2.7
CCCCn1nc2cc(C(=O)NCc3cc(C(F)(F)F)cc(C(F)(F)F)c3)ccc2c1OCC	4.2	-2.5	-0.6	6.0	5.7	-0.6	8.2	0.0	12.3
CCCCn1c(=O)c(CCC(=O)OCC(=O)NC(=O)NCCC(C)C)nc2ccccc21	-1.4	0.8	17.4	-16.8	-7.6	-2.7	-4.3	0.0	0.2
COc1cc(-c2nc(C)c(C(C)=O)n2O)ccc1OCC(=O)Nc1ccc(Cl)cc1	-3.2	-0.6	9.2	8.2	-7.4	0.3	-3.3	-0.1	-0.5
O=C(COc1cccc(-n2cnnn2)c1)NCCC1=CCCCC1	1.3	-3.6	12.7	-14.3	4.8	-2.2	2.1	-0.2	-4.2
CCCCCC(=O)O/N=C(\C)c1ccn(S(=O)(=O)c2ccccc2)c1	4.0	-6.5	5.9	-8.1	-4.3	-3.3	0.8	0.9	1.8
Cc1ccc2nc(-c3ccc(SCC(=O)Nc4ccc5c(c4)OCCO5)nc3)[nH]c2c1	4.8	2.4	-5.5	4.6	18.9	0.8	7.5	-0.7	9.8
NC(=O)c1nn(-c2ccccc2)c(=O)cc1O	-0.7	-0.7	-9.4	1.6	2.4	-1.4	-6.0	0.0	2.2
Cc1[nH]c2ccccc2c1C(Nc1nccs1)c1ccncc1 (stereo not drawn)	2.9	-0.7	8.7	4.3	-2.7	-1.9	3.0	-0.4	-11.5
CN(C)S(=O)(=O)Nc1ccc(Oc2ccccc2)cc1	2.5	0.3	-6.3	-12.4	-4.8	1.9	-1.0	0.0	2.5
COc1ccc(-c2csc(NC(=S)NC(=O)/C=C/c3ccco3)n2)cc1Br	0.1	7.3	9.3	0.8	-0.6	2.6	-1.2	0.2	24.8
COc1ccc(CCN2C(=O)C(C)=C(C)C2=O)cc1OC	1.4	2.2	-1.9	-2.4	1.6	1.4	2.2	0.0	6.2
Cc1c(Cl)cccc1NS(=O)(=O)c1ccc(-c2ccc(=O)[nH]n2)o1	-1.1	0.5	-4.3	11.4	10.0	0.7	-4.5	0.0	13.9
O=C(Nc1cc(Cl)ccc1N1CCOCC1)c1ccc(Br)o1	-1.1	-2.3	2.7	15.8	9.7	-3.1	-4.3	-1.9	4.1
C=CCN1C(=O)c2ccc(C(=O)N(CC)CC(=O)Nc3cc(Cl)ccc3C)cc2C1=O	-0.3	2.7	4.9	-6.3	-13.6	-1.2	-5.1	0.1	0.1
COCCCn1c(C)nnc1SCC(=O)NNC(=O)COc1ccc(Cl)cc1	1.4	3.3	8.0	-0.7	-8.2	-4.2	0.9	0.0	-23.1
Cc1ccc(-n2c(SCC(=O)N3CCCC3)nc3c(c2=O)SCC3)cc1	0.1	11.9	6.7	-26.5	-2.1	-1.2	6.9	-0.3	5.2
CCOC(=O)C1CCN(C(=O)C2(NC(=O)Nc3ccc(F)cc3F)CCCCC2)CC1	0.2	-0.4	2.1	2.2	6.3	-0.6	0.4	-0.1	2.5
COc1ccc(C(=O)C[n+]2cccc(C)c2)cc1	-0.1	-2.1	0.1	-5.5	-0.9	3.8	-0.2	-0.7	-0.2
Cc1c(NC(=O)CN2c3ccccc3CC2C)c(=O)n(-c2ccccc2)n1C (stereo not drawn)	-0.3	-0.1	7.4	10.7	9.1	4.1	-1.3	-0.1	3.3
O=C(NCCCN1CCOCC1)C(=O)NCC1OCCN1S(=O)(=O)c1cc(F)ccc1F (stereo not drawn)	-0.8	-0.9	-2.3	2.6	13.7	0.8	-4.6	0.0	-6.7
CN(CCc1ccccn1)Cc1ccc(Cl)cc1	2.1	-0.2	-3.9	-14.3	-7.8	-2.1	-1.0	0.1	-2.0
Cc1cccc2cc(C#N)c(N3CCOCC3)nc12	0.0	3.9	13.1	-10.3	-7.9	-1.3	-5.1	0.2	1.2
Cc1ccc(-c2cc(C(F)(F)F)nn2-c2ccc(S(N)(=O)=O)cc2)cc1	5.8	0.2	-7.7	20.1	-1.2	-2.5	13.2	0.0	7.0
CCOC(=O)c1cc2nc(Nc3ccc(OC)cc3)sc2s1	1.4	-4.1	7.5	-10.2	-5.5	39.3*	-4.9	-0.2	8.1
CS(=O)(=O)NNC(=O)Cn1nnc(-c2cc(C(F)(F)F)cc(C(F)(F)F)c2)n1	0.6	6.6	12.8	-3.0	9.2	1.2	1.1	-0.2	-1.4
Cn1c2ccccc2c(=O)c2c(=O)n(-c3ccc(F)cc3)c(-c3cccs3)nc21	0.5	-1.4	-12.3	1.8	-4.7	-1.6	0.3	0.1	8.7
CC(C)NC(=O)c1ccc(N(Cc2ccc(Cl)cc2)S(C)(=O)=O)cc1	-1.1	-0.8	-2.4	-8.5	-12.3	1.5	0.1	0.2	4.5
COC(=O)c1ccc(NC(=O)CCS(=O)(=O)c2ccc(Br)cc2)cc1	-1.5	2.9	2.1	4.1	3.8	-0.7	-1.7	-0.1	-16.6
CN(C)C(=O)COc1ccc2ccc(=O)oc2c1	0.5	1.5	11.4	-1.0	-1.5	-0.7	-2.8	-0.1	-5.0
Cc1ccc(CNC(=O)C2CC3Cn4c(nc5cc(Cl)c(Cl)cc54)C3N2C)o1 (stereo not drawn)	0.8	-2.3	-6.7	1.3	-4.2	2.1	1.9	-0.3	-2.1
N#CC(c1ccccn1)c1ncc(C(F)(F)F)cc1Cl (stereo not drawn)	2.0	10.6	15.5	-21.2	5.0	-6.7	-11.3	0.0	1.3
Cc1nc2ccccc2nc1N1CCC(C)CC1	-0.2	4.6	-2.2	-4.6	-4.9	-2.4	-1.8	0.0	2.6
O=C(N/N=C\c1cccc(Cl)c1)c1n[nH]c2c1CCCC2	-2.4	3.2	-2.8	4.7	-2.8	1.4	-0.3	0.1	-1.8
COc1ccccc1C(=O)NCC(=O)OCC(=O)Nc1nnc(-c2ccccc2)o1	1.5	/	6.8	2.6	/	/	-0.6	0.0	/
CCN(CC)C(=O)Cn1cc(C(=O)C(=O)N(C)C2CCN(C)CC2)c2ccccc21	-0.1	-2.2	5.0	-5.8	5.2	-1.0	-2.2	-1.8	-3.7
Brc1ccc(-c2nnc3n2-c2ccccc2CC3)cc1	3.0	-0.5	-6.1	5.4	-1.4	2.7	0.5	0.0	1.4
COc1ccc(CCn2c(SCC(=O)Nc3cc(C)on3)nc3ccsc3c2=O)cc1OC	1.8	1.3	-0.7	-3.4	-2.4	0.7	-2.4	0.6	-4.9
COc1ccc(C(=O)c2ccc(N(C)C)cc2)c2ccccc12	-1.6	10.5	13.2	-9.0	4.3	-1.0	9.8	0.1	5.5
COc1ccc(N2C(N)=C(C#N)C(c3ccsc3)C3=C2CCCC3=O)c(OC)c1 (stereo not drawn)	0.6	0.0	34.8	-11.5	-4.2	-0.4	6.7	0.1	-13.9
C=CCn1c(COc2ccccc2F)nnc1SCC(=O)NC(=O)NCc1ccco1	2.3	1.1	-7.8	-5.9	2.1	-1.2	2.4	-0.1	45.1

Entries from the list above with a cyano group (3):
SMILES	PP5 inh	Fh CTSL1 inh	PREPL inhibitor	ZTA counter	EBNA-1 inhibitor	TPT1 inh	PP1 inh	Efflux pump mplx	core dimer inh
Cc1cccc2cc(C#N)c(N3CCOCC3)nc12	0.0	3.9	13.1	-10.3	-7.9	-1.3	-5.1	0.2	1.2
N#CC(c1ccccn1)c1ncc(C(F)(F)F)cc1Cl (stereo not drawn)	2.0	10.6	15.5	-21.2	5.0	-6.7	-11.3	0.0	1.3
COc1ccc(N2C(N)=C(C#N)C(c3ccsc3)C3=C2CCCC3=O)c(OC)c1 (stereo not drawn)	0.6	0.0	34.8	-11.5	-4.2	-0.4	6.7	0.1	-13.9

The list goes on:
SMILES	PP5 inh	Fh CTSL1 inh	PREPL inhibitor	ZTA counter	EBNA-1 inhibitor	TPT1 inh	PP1 inh	Efflux pump mplx	core dimer inh
O=C(NCc1cccc(Cl)c1)c1ccco1	4.7	-0.4	7.6	2.9	-11.2	1.1	0.5	0.5	2.9
Cc1ccc(NC(=S)N2CCOCC2)cc1	2.0	-4.9	-15.0	9.1	-5.8	-2.4	-4.0	0.2	3.1
O=C(c1[nH]ncc1[N+](=O)[O-])N1CCOCC1	-1.1	3.1	3.9	-12.8	5.6	-3.0	-0.5	-0.1	3.3
CCN(CC)CCCNC(=O)c1cn(C)c2ccc(S(=O)(=O)N(C)C)cc2c1=O	-1.8	0.6	-4.8	2.8	14.5	3.6	-4.9	0.1	-7.9
CCCCOCCOCCOCCCC	2.9	/	-2.2	5.1	/	/	-13.8	0.3	/
CCC(C)C(=O)Nc1ncc2c(n1)CC(c1cccs1)CC2=O (stereo not drawn)	0.8	-2.5	11.3	-7.3	-2.6	-0.3	-2.8	-0.3	-2.5
CS/C(N)=N/C(=S)Nc1cccc(Cl)c1	-0.3	2.0	-4.0	1.4	1.8	-0.4	-4.1	0.3	0.4
COc1ccc(C2CC(c3ccccc3)=NN2C(=O)CSc2nnnn2-c2cccc(C)c2)cc1 (stereo not drawn)	-0.1	-2.3	-3.5	-2.9	2.5	-1.7	-3.9	0.0	3.0
COCCCNC(=O)c1ccc(CS(=O)(=O)c2ccccc2C)o1	1.7	2.6	-0.3	-14.3	-4.5	0.9	-0.1	-0.1	0.1
CN1C(=O)NC2C1N(S(C)(=O)=O)CCN2S(C)(=O)=O (stereo not drawn)	-0.1	-5.0	1.3	-4.6	-4.2	-0.3	2.0	-0.2	-4.7
CCOCCCN1CN(Cc2ccco2)CNC1=S	-0.6	-4.2	2.9	3.6	-3.5	1.9	-1.2	-0.1	-0.5
N#Cc1ccc(C(=O)Nc2cc(-c3ccc(F)cc3)nn2-c2ccccc2)cc1	5.8	-2.0	-12.1	-11.8	6.5	-0.6	2.3	-0.1	1.3
Cc1nc2scc(C)n2c(=O)c1S(=O)(=O)Nc1ccc(OC(F)(F)F)cc1	1.3	1.8	-13.2	3.5	10.3	-6.6	0.0	-0.1	-3.7
O=[N+]([O-])c1cccc(S(=O)(=O)Nc2ccc(S(=O)(=O)Nc3nccs3)cc2)c1	2.7	1.1	2.9	8.4	7.6	-5.3	-1.8	0.1	-0.3
COc1ccc(C)cc1S(=O)(=O)N(C)CC(=O)N1CCC(C(N)=O)CC1	1.0	-0.4	-6.9	1.2	6.4	1.7	-0.5	0.1	-3.6
CC(=O)Nc1ccc(C(=O)NNC(=O)c2ccc(Cl)cc2Cl)cc1	0.4	-1.6	0.9	-12.2	1.3	-0.6	2.0	-0.2	-5.8
COc1ccccc1Nc1nn2c(=O)c3ccc(C(=O)N4CCCCC4)cc3nc2s1	-0.3	5.2	13.9	-7.0	-8.6	0.4	-1.1	-0.1	5.2
COc1ccc(-c2cccc(NS(=O)(=O)c3ccc([N+](=O)[O-])cc3)c2)nn1	2.6	0.1	3.0	3.2	-14.4	3.0	-6.0	0.1	6.2
Cc1oc2cc(OC(=O)c3ccco3)ccc2c(=O)c1-c1nc2ccccc2n1C	2.7	-4.4	9.5	-7.3	-7.3	-0.1	2.5	0.1	3.2
